SRC1 TRFRET art – TR-FRET detection interference compounds, primary screen, artefact control for PPARgamma SRC-1 recruitment agonists, biochemical, TR-FRET emission ratio | TR-FRET detection artefact counter-screen; stronger effect = higher value | TR-FRET ratio at 8 µM | actives 0.34% (n = 99,000) | AID 1051, 2008; in the data active = TR-FRET ratio above about 2300; note: inactives centre near 1800
SRC3 TRFRET art – TR-FRET detection interference compounds, artefact control for PPARgamma SRC-3 recruitment agonists, biochemical, TR-FRET ratio | actives 0.39% (n = 99,000) | TR-FRET ratio at 8 µM | TR-FRET artefact counter-screen, PPARgamma/SRC-3 format; stronger effect = higher value; in the data active = TR-FRET ratio above about 2000; note: inactives centre near 1600
The depositor's hits bear a star. Rows were taken by chance. Share with any hit: about 0.65%.

Structure,SRC1 TRFRET art,SRC3 TRFRET art
O=C(NNC(=O)c1cc2c(s1)CCCC2)c1ccccc1,1877,1548
COCCn1c(C)cc(C(=O)CN2CCCCC2)c1C,2054,1569
C=CCN(c1ccc(C(=O)Nc2ccc(C)cc2)cc1)S(C)(=O)=O,1640,1465
O=C(CSc1nnc(-c2ccccc2F)n1C1CC1)Nc1cccnc1Cl,1985,1647
CCOC(=O)CNC(=O)C12CC3CC(C1)CC(c1ccc(C)cc1)(C3)C2,1657,1539
O=C(CNC(=O)c1ccc2c(c1)OCO2)N/N=C/c1cccc([N+](=O)[O-])c1,1722,1497
Cc1ccc(S(=O)(=O)NNC(=O)CCCCC(=O)NNS(=O)(=O)c2ccc(C)cc2)cc1,1877,1574
COc1cc(/C=C(\C#N)C(=O)NCC2CCCO2)ccc1OC(C)C (stereo unspecified),1617,1432
Cc1cc(N2CCOCC2)ccc1/C=C1\NC(=O)N(CC(=O)Nc2ccc(F)cc2)C1=O,1782,1788
CC(C)CCNC(=O)C1(c2cccs2)CCOCC1,1754,1420
Cc1ccccc1NC(=O)c1ccc(NS(=O)(=O)c2cc(C(C)(C)C)cc(C)c2C)cc1,1799,1711
O=C(NNC(=S)NC(=O)c1ccco1)c1ccc(NC(=O)c2ccccc2)cc1,1799,1558
CCOC(=O)C(NC(C)=O)C(=O)Nc1c(C)cccc1C (stereo unspecified),1860,1443
O=C(/C=C/c1ccccc1)Nc1ccc(Cl)cn1,1638,1665
N#CCSc1nnc(-c2ccc(F)cc2)n1N,2010,1618
COc1cc(/C=C2/C(=O)CNC2=O)ccc1O,1999,1826
Cc1cccc(Oc2nc3ccccn3c(=O)c2/C=C(\C#N)C(=O)NC2CCS(=O)(=O)C2)c1 (stereo unspecified),1388,1537
O=C(COCC(=O)N1CCOCC1)N1CCOCC1,1673,1583
O=C1C2CCCN2C(=O)N1CCCN1CCN(c2cccc(Cl)c2)CC1 (stereo unspecified),1586,1498
CCCCOc1ccc(Cc2c(Cl)nc(SC)nc2N2CCOCC2)cc1,1826,1515
COc1ccc(Cc2n[nH]c(=S)n(N)c2=O)cc1,1903,1533
Cc1cccc(N2CCN(C(=S)c3ccc(-c4ccccc4[N+](=O)[O-])o3)CC2)c1,1970,1768
CC(C)Cn1c(N)c(-c2nc(C(C)C)c(C(=O)c3ccccc3F)s2)c(=O)n(C)c1=O,1670,1461
CN(Cc1ccccc1)C(=O)COC(=O)c1ccc(Cl)c(N)c1,1826,1617
C1CCC(CNc2c3c(nc4nnnn24)CCCC3)CC1,1784,1354
COc1cccc(-n2c(Cn3nc(C(F)(F)F)cc3C)n[nH]c2=S)c1,1923,1572
CC(C)C(C)NC(=O)COC(=O)/C=C/c1ccc(S(=O)(=O)N2CCc3ccccc32)cc1 (stereo unspecified),2023,1627
CC(C)(C)c1ccc(OCC(=O)NNC(=O)c2cccnc2)cc1,1963,1761
O=C(N/N=C/c1cccnc1)c1cccc(S(=O)(=O)Nc2cccc(Cl)c2)c1,1617,1623
CNC(=O)C1(CC(C)C)C=CCN1C(C)=O (stereo unspecified),1650,1431
Cc1nc2ccccc2c(=O)n1NC(=O)/C=C/c1ccc(Br)cc1,1914,1606
COc1ccc(-n2nc3cc(C)c(NC(=O)CC(C)C)cc3n2)cc1,1630,1440
CCN(C(=O)COC(=O)/C=C/c1ccc(O)c(OC)c1)C1CCS(=O)(=O)C1 (stereo unspecified),1858,1702
CC1Cc2ccccc2N1C(=O)CSc1nnc(C2CC2)n1C (stereo unspecified),2016,1634
Cc1ccc(S(=O)(=O)N2CCN(c3ccc([N+](=O)[O-])c(Sc4nncn4C)c3)CC2)cc1,1923,1421
N#CCC(=O)Nc1ccc(C(=O)OCC(=O)Nc2cccc(C(F)(F)F)c2)cc1,1935,1554
CCSC1=N/C(=C\c2ccc(C)s2)C(=O)S1,1930,1697
CC1CCC(NC(=O)C2CCN(S(=O)(=O)c3ccc4nc5c(c(C(=O)O)c4c3)CC(C)CC5)CC2)CC1 (stereo unspecified),1749,1530
Cn1cnnc1SCc1ccc(C(=O)n2ncc(C#N)c2N)cc1,1942,1787
CCn1ncc(C2C(C(=O)Nc3ccc(C)cn3)=C(C)NC3=C2C(=O)CCC3)c1C (stereo unspecified),1849,1508

Among those listed so far, these contain a nitro group on carbon.
Structure,SRC1 TRFRET art,SRC3 TRFRET art
O=C(CNC(=O)c1ccc2c(c1)OCO2)N/N=C/c1cccc([N+](=O)[O-])c1,1722,1497
Cc1cccc(N2CCN(C(=S)c3ccc(-c4ccccc4[N+](=O)[O-])o3)CC2)c1,1970,1768
Cc1ccc(S(=O)(=O)N2CCN(c3ccc([N+](=O)[O-])c(Sc4nncn4C)c3)CC2)cc1,1923,1421

The results go on:
Structure,SRC1 TRFRET art,SRC3 TRFRET art
O=C(NNC(=O)C1CCN(Cc2ccc(F)cc2Cl)CC1)Nc1ccc([N+](=O)[O-])cc1,1644,1315
COCCCNC(=O)c1c[nH]c2ccc(S(=O)(=O)N3CCC4(CC3)OCCO4)cc2c1=O,1735,1724
O=C(O)c1cc(C(=O)C2CCCCC2)c[nH]1,1674,1527
O=C(CN1C(=O)S/C(=C/C=C/c2ccccc2)C1=O)Nc1ccc(C(=O)O)cc1,1702,1431
C=CCOc1ccc(/C=C/C(=O)Nc2ccc(C(=O)NC)cc2)cc1,1983,1688
COc1ccc(C2CC(c3ccccc3OC(C)=O)=NN2C(=O)/C=C/c2ccccc2)cc1OC (stereo unspecified),1689,1571
Cc1ccccc1Nc1c(-c2ccccn2)nc2ccccn12,1941,1429
O=C(NCc1ccccc1)NS(=O)(=O)c1ccccc1Cl,2030,1615
CCOc1ccc(OCc2cccc(C(=O)N(CC)CC)c2)cc1,1579,1667
Nc1nc(Nc2ccccc2Br)nc(C(F)(F)F)n1,2063,1758

Among those listed so far, these contain a furan ring, fused or not:
Structure,SRC1 TRFRET art,SRC3 TRFRET art
O=C(NNC(=S)NC(=O)c1ccco1)c1ccc(NC(=O)c2ccccc2)cc1,1799,1558
Cc1cccc(N2CCN(C(=S)c3ccc(-c4ccccc4[N+](=O)[O-])o3)CC2)c1,1970,1768

The listing picks up; the 2 compounds before the break are reprinted first.
Structure,SRC1 TRFRET art,SRC3 TRFRET art
CCOc1ccc(OCc2cccc(C(=O)N(CC)CC)c2)cc1,1579,1667
Nc1nc(Nc2ccccc2Br)nc(C(F)(F)F)n1,2063,1758
Clc1cccc(Cc2nn[nH]n2)c1,1932,1353
c1ccc(CC(Nc2ccccn2)c2ccccc2)cc1 (stereo unspecified),1645,1341
Cn1c(-c2ccccc2)cnc1NCc1cc2c(cc1[N+](=O)[O-])OCO2,1690,1168
CCCCSc1nnc(CSc2ncccn2)n1C,2129,1489
CC[C@H](C)[C@H](NC(N)=O)C(=O)NCCc1ccc(Cl)cc1Cl,1852,1631
Cc1ccc(/C=C/C(=O)OC(C)C(=O)Nc2ccc(Cl)cn2)o1 (stereo unspecified),2276,1462
O=C(c1cccc(Cl)c1)N1CCN(Cc2ccncc2)CC1,1702,1636
CCc1ccc(Nc2nc3ccccc3c(=O)s2)cc1,1753,1408
CCOC(=O)Cc1csc(NC(=O)CSc2nc(-c3ccccc3)c(C#N)c(=O)[nH]2)n1,1835,1539
COc1cccc(N(C(=O)Cn2nnc(-c3ccc(F)cc3)n2)C(C(=O)NCC2CCCO2)c2ccc(Cl)cc2)c1 (stereo unspecified),1600,1646
CCc1c(C)sc(NC(=O)c2noc(C)c2[N+](=O)[O-])c1C#N,1677,1570
CC(=O)c1cccc(NC(=O)N2C3CCC2CC(NC(=O)Nc2ccccc2)C3)c1 (stereo unspecified),1608,1496
CC(C)(C)C(=O)NC1CCN(S(=O)(=O)c2cccc(C(F)(F)F)c2)CC1,2037,1598
N#Cc1c(NC(=O)CCCl)sc2c1CCCCC2,1876,1720
CN(C)[C@@H](CO)c1nnc([C@H](Cc2ccc(O)cc2)NC(=O)C2CCNCC2)o1,1839,1581
Cc1cc(-n2c(C)cc(C(=O)CCl)c2C)no1,1892,1505
Cc1ccccc1NC(=O)CN1C(=O)N/C(=C\c2cccn2-c2cccc(C(=O)O)c2)C1=O,1781,1524
CCOc1ccc(Br)cc1C(=O)Nc1ccc(C(=O)NCC(C)C)cc1,1996,1637
Cc1ccc2cc(C#N)c(SCC(=O)NNC(=O)Cc3ccccc3)nc2c1,1663,1337
COc1cc(CCN2C(=O)c3cccc4cccc(c34)C2=O)c(S(=O)(=O)N2CCC(C)CC2)cc1OC,1707,1321
O=C(O)CCCNS(=O)(=O)c1ccc(Br)s1,1987,1650
COCCNC(=O)Cn1nc(C)c([N+](=O)[O-])c1C,1542,1467
O=C(CCS(=O)(=O)CCN1CCOCC1)NCNC(=O)CCS(=O)(=O)CCN1CCOCC1,1598,1590
Cc1nn(CC(=O)Nc2cccnc2)c(=O)c2ccccc12,1751,1510
COc1cc2c(cc1NC(=O)/C=C/c1ccc([N+](=O)[O-])cc1)oc1ccccc12,2058,1596
Cc1cc2ccccn2c1C(=O)c1ccc([N+](=O)[O-])o1,1901,1627
Cc1cc(C)n2c(nc3ccccc32)c1C(=O)NCc1ccccc1,1873,1480
Cc1ccc(/C(N)=N/OC(=O)CCC2CCCC2)cc1,1844,1457
Cc1ccc(C(=O)N2CCN(c3ccc(NC(=O)COc4ccccc4C)cc3)CC2)cc1,1735,1581
O=C(CSc1ccc(-c2cccc([N+](=O)[O-])c2)nn1)N1CCCCC1,1776,1644
CN(c1ncc(C(F)(F)F)cc1Cl)N1C(=O)c2cccc([N+](=O)[O-])c2C1=O,1989,1668
Cn1cnc([N+](=O)[O-])c1SCC(O)CCl (stereo unspecified),1880,1671
COc1ccccc1CNC(=O)c1cc(=O)c2ccccc2o1,1901,1535
COc1ccc(Cn2nnnc2C(c2ccc(N(C)C)cc2)N2CCC(C(N)=O)CC2)cc1 (stereo unspecified),1811,1721
NC(=S)Nc1ccc2cn[nH]c2c1,1869,1527
O=C(CN1CCN(c2ccccc2)CC1)Nc1ccccc1Sc1ccccc1,1819,1692
CCCNC(=O)OC[C@H]1O[C@H](CCO/N=C(\C)CCN2CCc3nc(-c4ccccc4)c(-c4ccccc4)cc3C2)C=C[C@@H]1Oc1ccc(OC)cc1,1746,1635
COc1ccc(N(CC(=O)Nc2c(C)n(C)n(-c3ccccc3)c2=O)S(=O)(=O)c2ccc(C)cc2)cc1,1776,1537
Cc1cccc(CSc2ccc3nnc(-c4cccnc4)n3n2)c1,1790,1448
Cc1cccc(Cc2nnc(CCC(=O)NCc3cn4ccccc4n3)o2)c1,1864,1699
COc1cc(/C=N/Nc2ncc(C(F)(F)F)cc2Cl)cc(OC)c1OC,1926,1679
COc1ccc(OC)c(NC(=O)c2nc3ccccc3s2)c1,1711,1451
CCOc1ccc(N(CC(=O)N/N=C/c2cccnc2)S(C)(=O)=O)cc1,1737,1554
COc1ccc(C(C[N+](=O)[O-])c2c(C)[nH]c3ccccc23)cc1OC (stereo unspecified),1653,1498
CCN(c1ccc(NC(=O)COC(=O)/C=C/c2cccs2)cc1)C(C)C,1729,1606
CN(C)C(=S)Nc1ccc2ccccc2c1,2030,1728
O=S(=O)(NC1CCCC1)c1ccc(S(=O)(=O)N2CCc3ccccc32)cc1,1920,1661
Cc1ccc(S(=O)(=O)N(C)C)cc1-n1c(SCC(=O)Nc2ccc(F)c(F)c2F)nc2ccccc2c1=O,1865,1746
O=C(Nc1cccc(NC(=O)c2cccs2)c1)c1cccnc1,1594,1817
O=C(C1CC1)N1CCCC(c2ccc(Cl)cc2)=N1,1436,1498

(next part)
Structure,SRC1 TRFRET art,SRC3 TRFRET art
CCOC(=O)CC1=NN(c2ccccc2)C(=O)/C1=C\c1ccc(N(C)C)cc1,1663,1627
Cc1ccc(Cl)cc1NC(=O)c1ccc(NC(=O)CCC(=O)O)cc1,1788,1828
Cc1ccc(/C=N/NC(=O)CCCOc2ccc(Cl)cc2Cl)cc1,1915,1623
COc1ccc(C)cc1N/C(N)=N/c1nc(C)cc(C)n1,1929,1677
O=c1oc2ccccc2c(NC(c2ccccc2)c2ccccc2)c1[N+](=O)[O-],1872,1563
CC(C)(C)[C@H]1C=C(C(N)=O)O[C@@H](OCc2ccc(CO)cc2)C1,1671,1533
Cc1ccc(/C=C/C(=O)NC(=S)N2CCN(C)CC2)cc1,1801,1646
CCOC(=O)/C(=C/c1ccc(Cl)cc1)NC(=O)c1ccco1,1897,1741
CCOc1ccccc1/C=N/NC(=O)CNC(=O)COc1ccccc1,1869,1552
CCOc1ccccc1C(=O)N[C@H](C(=O)OCc1cc(=O)oc2cc(C)ccc12)C(C)C,1912,1749
CN(C)S(=O)(=O)c1cccc(-c2nn(-c3ccccc3)cc2/C=C(\C#N)c2nc3ccccc3[nH]2)c1,1887,1405
N#C/C=C(/c1ccc(F)cc1)N1CCOCC1,1782,1632
COc1ccc(C(c2oc(CO)cc(=O)c2O)c2oc(CO)cc(=O)c2O)cc1OC,1791,1542
CC(=O)OC[C@H]1O[C@@H](Sc2cccc3cccnc23)[C@H](OC(C)=O)[C@@H](OC(C)=O)[C@@H]1OC(C)=O,2070,1615
COc1ccccc1CCNC(=O)c1ccc(C)o1,1940,1363
O=C(NCCC1=CCCCC1)C(=O)NCC(c1ccco1)N1CCN(c2ccccc2F)CC1 (stereo unspecified),1688,1640
Cc1cc([N+](=O)[O-])nn1CCCC(=O)Nc1cc(Oc2ccc(F)cc2)cc([N+](=O)[O-])c1,1824,1667
